N370S GC: N370S glucocerebrosidase modulation, Gaucher chaperone candidate; Potency, µM (doses to about 59.4 µM), inactives show top-dose activity change, negative = inhibition, usual class: inhibitors; hit rate 0.092% among 330,000; N370S GC spleen homogenate, 4MU-glucoside fluorescence; P04062;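 further: 0% = full enzyme activity and -100% = no enzyme basal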
FEN1 inh: blocks human flap endonuclease 1 | P39748 | Recombinant FEN1 flap cleavage, fluorescence, 15 min | hit rate 0.35% among 390,000 | Potency, µM (highest dose often 114 µM), for the others: at the highest dose activity change, negative = inhibition, usual class: inhibitors | AID 588795; further: nearly all actives have a fitted effect of over 65% in size
Target sequence (P39748 whole entry, looked up): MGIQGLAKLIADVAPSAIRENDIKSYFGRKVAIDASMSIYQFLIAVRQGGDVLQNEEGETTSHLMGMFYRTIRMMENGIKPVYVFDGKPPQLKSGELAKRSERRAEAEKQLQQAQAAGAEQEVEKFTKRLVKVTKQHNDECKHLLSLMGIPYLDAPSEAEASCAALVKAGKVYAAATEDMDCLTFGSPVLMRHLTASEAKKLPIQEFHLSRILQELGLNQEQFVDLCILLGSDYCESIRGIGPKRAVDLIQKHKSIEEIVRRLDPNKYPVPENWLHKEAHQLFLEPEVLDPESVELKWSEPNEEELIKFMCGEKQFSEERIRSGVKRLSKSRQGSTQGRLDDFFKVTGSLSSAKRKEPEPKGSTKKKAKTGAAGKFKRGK
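Recombinant FEN1 (10 nM) was preincubated with pin-transferred compounds for 15 min at room temperature, then flap DNA substrate (50 nM final) was added. Plates were read at 0 and 15 min, and normalized concentration–response data were fitted to a four-parameter Hill equation.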
KAT2A inh: inhibitors of human GCN5L2 histone acetyltransferase; Q92830; GCN5L2 HAT assay, ThioGlo1 CoA-SH fluorescence; Potency, µM (doses to about 58.9 µM), for the others: at the highest dose activity change, negative = inhibition, hits mostly inhibitors; hit rate 0.21% among 390,000; AID 504327
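Enzyme at 20nM final was mixed with library compounds for 15 min at room temperature. Peptide H3(1-25) at 75uM, acetyl-CoA at 70uM and ThioGlo1 at 50uM were then added. Plates were read immediately and after 20 min (Ex340nm/Em540nm).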
Active calls of the source: *; & = joins results of further samples; [ ] = remark or other dose. The call rests on the fitted dose curve; in most records, active means well fitted curve in the direction sought with a large enough effect; inconclusive means small, poorly fitted or top-dose-only effect, or another doubt; inactive means no such curve, though single readings can be large; an effect the other way counts as inactive or inconclusive. Unless noted, on the % scale 0 is the no-effect control and ±100 the full control effect; potency means the concentration at half of the fitted maximal effect. An excerpt (hit frequency here may not be typical).

What do the screens show for `CSc1nc2nc3c(cc2c(=O)n1-c1cccc(C)c1)COC(C)(C)C3`?
N370S GC: 3%; FEN1 inh: 6%; KAT2A inh: -6%

What do the screens show for `CCN(CC)CCNC(=O)c1nn(C)c2c1CS(=O)(=O)c1ccccc1-2`?
FEN1 inh: 5%; KAT2A inh: -11%

What do the screens show for `C/C(=N/NC(=O)c1cc(C2CC2)[nH]n1)c1cccs1`?
N370S GC: 5%; FEN1 inh: 39%[activator]; KAT2A inh: -1%[0.501 µM]

How did COc1cc(/C=N/NC(=O)C(Cc2c[nH]c3ccccc23)NC(=O)OCc2ccccc2)cc([N+](=O)[O-])c1O (stereo unspecified) do in these assays?
N370S GC: 6%; FEN1 inh: -16%; KAT2A inh: -5%

What do the screens show for `CCOC(=O)C1(CCOc2ccccc2)CCN(Cc2cc(OC)c3c(c2)OCO3)CC1`?
N370S GC: -14%; FEN1 inh: -4%; KAT2A inh: 2%

How did CC(C)c1nc2sc3c(N4CCCCC4)ncnc3c2c2c1CCCC2 do in these assays?
FEN1 inh: 7%; KAT2A inh: -9%

What do the screens show for `COc1ccc(C(=O)NCC2COc3ccccc3O2)cc1S(=O)(=O)N1CCOCC1` (stereo unspecified)?
FEN1 inh: 0%; KAT2A inh: 2%

Results for CCc1ccccc1NC(=O)c1cc(-c2ccc(OC)cc2)on1 ?
N370S GC: -4%; FEN1 inh: 0%&19%; KAT2A inh: -3%&-3%

How did O=c1cc(COc2cccc(C(F)(F)F)c2)nc2sc3c(n12)CCCC3 do in these assays?
FEN1 inh: 4%; KAT2A inh: -4%

How did O=C1N(Cc2cccnc2)C[C@@H]2C[C@@H](c3ccc(-c4ccccc4)cc3)N3CCC[C@@]123 do in these assays?
N370S GC: -16%; FEN1 inh: 2%; KAT2A inh: 2%

Results for O=C(NC1CC2CCC1C2)C1COc2ccccc2O1 (stereo unspecified) ?
N370S GC: -2%; FEN1 inh: -17%; KAT2A inh: 3%

Results for COc1ccccc1CNC(=O)c1cc2c(=O)oc3ccc(C)cc3c2s1 ?
FEN1 inh: -9%; KAT2A inh: -1%

Results for O=C(COC(=O)C1CCN(c2ccc(C(F)(F)F)cn2)CC1)Nc1cc(F)ccc1F ?
N370S GC: -5%; FEN1 inh: 0%; KAT2A inh: -15%

What do the screens show for `O=C(O)c1ccccc1N1C(=O)c2cccc3cccc(c23)C1=O`?
N370S GC: 0%; FEN1 inh: -1%; KAT2A inh: -9%

What do the screens show for `CCCn1c(CN2CCN(C(=O)c3ccco3)CC2)nc2c1c(=O)n(C)c(=O)n2C`?
N370S GC: 6%; FEN1 inh: 0%; KAT2A inh: -4%

Results for COC(=O)c1cc(OC)c(OC)cc1NC(=O)Nc1ccc(OC)cc1OC ?
N370S GC: -11%; FEN1 inh: 3%; KAT2A inh: -3%

What do the screens show for `O=C(COC(=O)Cn1ccc(=O)[nH]c1=O)Nc1ccc(F)cc1`?
FEN1 inh: 7%; KAT2A inh: -3%

What do the screens show for `Cc1ccc2c(c1)N(CC(=O)NCc1ccco1)C(=O)CO2`?
N370S GC: 11%; FEN1 inh: -9%; KAT2A inh: -2%

Results for COC(=O)c1ccc(COc2cc([N+](=O)[O-])cc3cccnc23)o1 ?
N370S GC: -2%; FEN1 inh: -2%; KAT2A inh: -7%

Results for Cc1ccc(C(=O)C(C)OC(=O)Cn2[nH]c(=O)c3ccccc3c2=O)cc1C (stereo unspecified) ?
N370S GC: -11%; FEN1 inh: -12%; KAT2A inh: 0%

Results for Cc1cccc(NC(=O)C2CCN(S(=O)(=O)c3ccc4[nH]c5c(c4c3)CCCCC5)CC2)c1 ?
FEN1 inh: 9%; KAT2A inh: -21%

How did CN(C)CCCn1c(SCC(=O)Nc2nc(-c3cccc(Br)c3)cs2)nc2ccccc2c1=O do in these assays?
N370S GC: -12%; FEN1 inh: inconclusive; KAT2A inh: 39%[activator]

Results for C[C@H]1C(=O)N(c2ccccc2)[C@@H]1c1ccccc1 ?
FEN1 inh: 18%; KAT2A inh: 3%

How did CC(=O)Nc1nonc1-c1nnc(SCc2ccc(Cl)cc2)n1C do in these assays?
FEN1 inh: -8%; KAT2A inh: -4%

Results for COc1ccccc1-n1c(=S)sc2c(=O)n(Cc3ccco3)c(SC)nc21 ?
N370S GC: 2%; FEN1 inh: -1%; KAT2A inh: -7%

How did CCn1c(C(=O)NCc2ccc(C)cc2)cc2sc(Cl)cc21 do in these assays?
FEN1 inh: -26%; KAT2A inh: -5%

Results for O=C(NS(=O)(=O)c1ccccc1)c1ccccc1 ?
N370S GC: 6%; FEN1 inh: -9%; KAT2A inh: 3%

Results for COc1cc(NC(=S)NCc2ccc(S(N)(=O)=O)cc2)cc(OC)c1 ?
N370S GC: 3%; FEN1 inh: -2%; KAT2A inh: -2%

How did COc1cccc(OC)c1C(=O)OCC(=O)/C(C#N)=C(\C)N do in these assays?
N370S GC: -11%; FEN1 inh: -2%; KAT2A inh: -4%

Results for CCOC(=O)CSc1nc2ccc(C)cc2cc1C#N ?
N370S GC: 12%; FEN1 inh: -1%; KAT2A inh: -2%

How did COC(=O)c1cccc(Oc2cccc(Cl)n2)c1 do in these assays?
N370S GC: -2%; FEN1 inh: -12%; KAT2A inh: -2%

How did O=C1CCC(C(=O)N2CCN(c3cnccn3)CC2)CN1CCc1ccc(Cl)cc1 (stereo unspecified) do in these assays?
N370S GC: -4%; FEN1 inh: 7%; KAT2A inh: -27%

How did O=C(Nc1cccc2nsnc12)c1ccc2c(c1)OCCO2 do in these assays?
N370S GC: 0%; FEN1 inh: -14%; KAT2A inh: -12%

How did CCc1cccc(C)c1NC(=O)CSc1nc(-c2ccccc2F)nc2nc[nH]c12 do in these assays?
N370S GC: 21%; FEN1 inh: 1%; KAT2A inh: -1%

What do the screens show for `C=CCOC(=O)C1=C(C)NC(SCC(=O)OCC)=C(C#N)C1c1ccc(O)c(OC)c1` (stereo unspecified)?
N370S GC: -4%; FEN1 inh: -2%; KAT2A inh: -11%

What do the screens show for `Cc1cccc2sc(N(Cc3cccnc3)C(=O)CCOc3ccccc3)nc12`?
FEN1 inh: 2%; KAT2A inh: -6%

Results for O=C(NN=C(c1ccccc1)c1ccccc1)C(CCl)C1CCCCC1 (stereo unspecified) ?
FEN1 inh: -25%; KAT2A inh: -3%

Results for C1CCN2C[C@@H]3C[C@@H](CN4CCCC[C@@H]34)[C@H]2C1 ?
N370S GC: -3%; FEN1 inh: 1%; KAT2A inh: 1%

What do the screens show for `CC(C)(C)[C@H]1COC(=O)CC/C=C\C[C@@H](CC(=O)N(CCO)Cc2ccccc2)C(=O)N1`?
FEN1 inh: -3%; KAT2A inh: 0%

How did COc1ccc(C(O)P(=O)(O)CCc2ccccc2)cc1 (stereo unspecified) do in these assays?
N370S GC: -2%; FEN1 inh: 4%; KAT2A inh: -7%

Structural class: the compounds so far with fluorine (4)
How did O=c1cc(COc2cccc(C(F)(F)F)c2)nc2sc3c(n12)CCCC3 do in these assays?
FEN1 inh: 4%; KAT2A inh: -4%

Results for O=C(COC(=O)C1CCN(c2ccc(C(F)(F)F)cn2)CC1)Nc1cc(F)ccc1F ?
N370S GC: -5%; FEN1 inh: 0%; KAT2A inh: -15%

What do the screens show for `O=C(COC(=O)Cn1ccc(=O)[nH]c1=O)Nc1ccc(F)cc1`?
FEN1 inh: 7%; KAT2A inh: -3%

How did CCc1cccc(C)c1NC(=O)CSc1nc(-c2ccccc2F)nc2nc[nH]c12 do in these assays?
N370S GC: 21%; FEN1 inh: 1%; KAT2A inh: -1%

Additional entries
What do the screens show for `O=C(CCC(=O)N1CCCCC1)Nc1nnc(C2CCCCC2)s1`?
N370S GC: 6%; FEN1 inh: -3%; KAT2A inh: -3%

What do the screens show for `Cc1ccc(Nc2cc(C)nc3nc(Cc4ccc(Cl)cc4)nn23)cc1`?
FEN1 inh: 2%; KAT2A inh: -3%

Results for CCn1c(SCc2cccc(F)c2)nnc1-c1ccncc1 ?
N370S GC: -12%; FEN1 inh: 3%; KAT2A inh: -15%

What do the screens show for `O=c1oc2ccccc2cc1-c1nc(-c2cccc(Cl)c2)cs1`?
FEN1 inh: -5%; KAT2A inh: -26%

What do the screens show for `COC(=O)C1C(=O)/C(=C/N(C)C)C(=O)CC1(C)C` (stereo unspecified)?
N370S GC: -5%; FEN1 inh: 1%; KAT2A inh: -3%

How did COc1ccc(NC(=O)COC(=O)Cn2c(C)nc3ccccc32)cc1OC do in these assays?
N370S GC: 7%; FEN1 inh: 0%; KAT2A inh: -3%

What do the screens show for `O=C(NC(=S)N1CCN(c2ccc(C(F)(F)F)cc2[N+](=O)[O-])CC1)c1cccs1`?
N370S GC: 9%; FEN1 inh: 12%; KAT2A inh: -1%

What do the screens show for `CNc1nc(-c2ccc(S(=O)(=O)N3CCCCC3)cc2)cs1`?
FEN1 inh: 1%; KAT2A inh: -19%

How did COC(=O)COc1ccc(S(=O)(=O)NCc2ccc3c(c2)OCO3)cc1C do in these assays?
N370S GC: -8%; FEN1 inh: -2%; KAT2A inh: -1%

How did O=C(NNS(=O)(=O)c1ccc([N+](=O)[O-])cc1)C(=O)Nc1cccc(C(=O)O)c1 do in these assays?
N370S GC: -5%; FEN1 inh: -14%; KAT2A inh: -4%

How did O=c1cc(-c2ccccc2)n2c(SCc3ccc(Br)cc3)nnc2[nH]1 do in these assays?
FEN1 inh: 12%; KAT2A inh: -30%

How did CCN(CC)S(=O)(=O)c1ccc(Cl)c(NC(C)=O)c1 do in these assays?
N370S GC: -3%; FEN1 inh: -16%; KAT2A inh: 1%

How did CC[C@@]1(C(=O)OC)N[C@H](CN(C)C(=O)Nc2ccccc2)[C@@H]2C(=O)N(C)C(=O)[C@@H]21 do in these assays?
FEN1 inh: -5%; KAT2A inh: -4%

How did CCOC(=O)N1CCN(C(=O)c2ccc(CS(=O)c3ccccc3)o2)CC1 (stereo unspecified) do in these assays?
N370S GC: 8%; FEN1 inh: -4%; KAT2A inh: -16%

What do the screens show for `CCc1ccc2nc(NC(=O)c3cc(C)on3)sc2c1`?
N370S GC: -10%; FEN1 inh: -3%; KAT2A inh: -2%

What do the screens show for `CCCOc1ccc(Cn2c(=O)oc3ccc(C)cc32)cc1`?
N370S GC: 20%; FEN1 inh: -14%; KAT2A inh: -3%

How did Cc1ccccc1NC(=S)NC(NC(=O)C(C)(C)C)C(Cl)(Cl)Cl (stereo unspecified) do in these assays?
N370S GC: 0%; FEN1 inh: -5%; KAT2A inh: -6%

What do the screens show for `COCCCn1c(C)nnc1SCC(=O)Nc1ccc(C(C)=O)cc1`?
N370S GC: -1%; FEN1 inh: 14%; KAT2A inh: -9%

Results for O=C(Nc1ccc(OCC(=O)N2CCN(S(=O)(=O)c3ccccc3)CC2)cc1)c1ccco1 ?
FEN1 inh: 9%; KAT2A inh: -3%

Results for COc1ccc2oc(-c3ccc(C)c(NC(=O)c4ccc(N5CCOCC5)c([N+](=O)[O-])c4)c3)nc2c1 ?
N370S GC: 5%; FEN1 inh: -8%; KAT2A inh: inconclusive

What do the screens show for `Cc1ccc(-c2nnc(SCC(=O)NC3CCCc4ccccc43)n2N)cc1` (stereo unspecified)?
N370S GC: 7%; FEN1 inh: 4%; KAT2A inh: 2%

Results for O=C(Nc1ccc(N2CCOCC2)cc1)c1ccc2ncsc2c1 ?
FEN1 inh: 2%; KAT2A inh: -7%

How did COc1ccc(C(=O)NCCS(=O)(=O)N2CCCC2)cc1 do in these assays?
N370S GC: 8%; FEN1 inh: -2%; KAT2A inh: 4%

How did CCOC(=O)C1(CCOC)CCN(Cc2ccncc2)CC1 do in these assays?
N370S GC: -5%; FEN1 inh: -7%; KAT2A inh: 0%

What do the screens show for `S=C(NC1CCCCC1)N1CCN(c2ncccn2)CC1`?
N370S GC: 18%; FEN1 inh: 17%; KAT2A inh: 13%

How did COc1ccc(C(=O)Nc2cccc(OCc3cc(=O)n4c5c(sc4n3)CCCC5)c2)cc1OC do in these assays?
FEN1 inh: 18%; KAT2A inh: 1%

How did NS(=O)(=O)c1ccc(CNC(=O)/C=C/c2ccccc2)cc1 do in these assays?
N370S GC: -6%[12.8 µM]; FEN1 inh: -6%; KAT2A inh: -16%

What do the screens show for `COC(CNC(=O)[C@H](CSCc1ccccc1)N1Cc2ccccc2C1=O)OC`?
N370S GC: -13%; FEN1 inh: -4%; KAT2A inh: -5%

What do the screens show for `O=C(CCN1C(=O)/C(=C\c2ccccc2F)SC1=S)Nc1ccc(C(=O)O)c(O)c1`?
N370S GC: 2%; KAT2A inh: -20%

What do the screens show for `C=CCn1cnc2c(c1=O)c1nc3ccccc3nc1n2/N=C/c1ccccn1`?
N370S GC: 9%; FEN1 inh: -8%; KAT2A inh: -1%

Results for CCOC(=O)NN1C(=O)c2ccccc2NC1c1cccs1 (stereo unspecified) ?
N370S GC: -4%; FEN1 inh: -5%; KAT2A inh: -2%

Results for CCOc1ccc(CN2CCCN(C)CC2)cc1 ?
N370S GC: -1%; FEN1 inh: 7%; KAT2A inh: -25%[0.501 µM]

Results for CCOc1ccc(/C=N/n2c(SC)nnc2-c2ccccc2)cc1OCC ?
N370S GC: 0%; FEN1 inh: -2%; KAT2A inh: 2%
